Mtb RmlCD inh: blocks M. tuberculosis RmlC and RmlD coupled enzymes. P9WH09+P9WH11. RmlC+RmlD coupled enzyme assay, percent inhibition; primary screen in compound mixtures. inhibition, % at 3.6 µM. actives 0.03% (n = 160,000); in the data active = inhibition mostly above about 34%, no sharp cut-off; also: some results filed as inactive read as strong as hits
Target sequence (P9WH09 whole entry, looked up): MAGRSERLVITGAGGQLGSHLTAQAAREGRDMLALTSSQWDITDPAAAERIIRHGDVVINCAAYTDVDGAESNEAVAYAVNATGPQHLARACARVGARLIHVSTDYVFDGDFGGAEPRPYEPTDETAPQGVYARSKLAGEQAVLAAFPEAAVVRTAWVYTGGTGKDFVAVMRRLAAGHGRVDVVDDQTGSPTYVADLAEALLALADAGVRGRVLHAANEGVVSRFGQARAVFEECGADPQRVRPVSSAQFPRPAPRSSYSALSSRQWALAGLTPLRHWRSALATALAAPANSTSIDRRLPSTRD
Target sequence (P9WH11 whole entry, looked up): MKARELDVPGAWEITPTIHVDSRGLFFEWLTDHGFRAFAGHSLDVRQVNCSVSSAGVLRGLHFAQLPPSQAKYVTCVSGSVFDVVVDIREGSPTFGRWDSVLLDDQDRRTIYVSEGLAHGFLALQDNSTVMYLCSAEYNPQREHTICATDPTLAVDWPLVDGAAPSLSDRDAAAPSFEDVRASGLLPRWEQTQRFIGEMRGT
M. tuberculosis GlmU: inhibition of mycobacterial GlmU enzyme – biochemical, glucosamine-1-phosphate acetyltransferase (AID 1376); M. tuberculosis GlmU acetyltransferase enzyme assay; higher % means a stronger effect; inhibition, %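 (tested at 30 µM in the primary screen)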, or IC50 in µM where a hit was titrated; actives 0.25% (n = 220,000); in the data active = inhibition above about 13%;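 also: 0% = complete reaction with vehicle and 100% = reaction without substrate; strong numbers were not always called active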
* marks the source's active call; other numbers are inactive results; nt = not tested or not shown. This is a subset. The share of hits here may be higher or lower than overall.

The first 4 entries as a preview:
Each structure is followed by: Mtb RmlCD inh | M. tuberculosis GlmU
> CC(=O)Nc1ccc2nc(-c3ccco3)[nH]c2c1
    6 | 5.2%
> CN(C)C(=O)CN1CCN(Cc2cn(C)nc2-c2ccc3c(c2)OCCO3)CC1
    -8 | 3.1%
> COc1ccc(-c2cc(=O)oc3c(C)c(O)c(CN(C)C)cc23)cc1
    5 | -3.5%
> CC(=O)NC(=S)Nc1ccc(NC(=O)COc2ccc(C(C)C)cc2)cc1
    -7 | 2.2%

The listing, from the first entry:
Each structure is followed by: Mtb RmlCD inh | M. tuberculosis GlmU
> CC(=O)Nc1ccc2nc(-c3ccco3)[nH]c2c1
    6 | 5.2%
> CN(C)C(=O)CN1CCN(Cc2cn(C)nc2-c2ccc3c(c2)OCCO3)CC1
    -8 | 3.1%
> COc1ccc(-c2cc(=O)oc3c(C)c(O)c(CN(C)C)cc23)cc1
    5 | -3.5%
> CC(=O)NC(=S)Nc1ccc(NC(=O)COc2ccc(C(C)C)cc2)cc1
    -7 | 2.2%
> Cc1ccc(C)c(S(=O)(=O)N/N=C/c2ccc(N(C)C)cc2)c1
    nt | 0.0%
> COc1ccc(N2CCC(CNC(=S)Nc3cc(C)cc(C)c3)C2)cc1 (centres undefined)
    22 | -8.3%
> O=C(c1ccc2c(c1)C(=O)N(c1ccc(Cl)cc1)C2=O)N1CCN(c2ccccn2)CC1
    nt | 6.9%
> Cc1nnc(NC(=O)c2oc3cc(C)c(C)cc3c2C)s1
    3 | 3.9%
> C=CCOc1ccc(CNC(C)(C)C)cc1OC
    nt | -4.5%
> CC(C)=C1SC(N2CCN(Cc3ccccc3)CC2)=NC1=O
    -9 | 3.0%

3 entries already listed, arranged by SMILES length, rising:
Each structure is followed by: Mtb RmlCD inh | M. tuberculosis GlmU
> COc1ccc(-c2cc(=O)oc3c(C)c(O)c(CN(C)C)cc23)cc1
    5 | -3.5%
> CC(=O)NC(=S)Nc1ccc(NC(=O)COc2ccc(C(C)C)cc2)cc1
    -7 | 2.2%
> O=C(c1ccc2c(c1)C(=O)N(c1ccc(Cl)cc1)C2=O)N1CCN(c2ccccn2)CC1
    nt | 6.9%

Other structures follow.
Each structure is followed by: Mtb RmlCD inh | M. tuberculosis GlmU
> O=C(Oc1coc(CSc2ncccn2)cc1=O)c1cccc([N+](=O)[O-])c1
    -12 | 3.1%
> O=C(NC1CCS(=O)(=O)C1)c1cnccn1 (centres undefined)
    4 | -2.3%
> CCOC(=O)c1cnc(SC2CC(=O)N(c3cccc(OC)c3)C2=O)nc1N (centres undefined)
    5 | -0.3%
> Cc1ccsc1/C=N/Nc1ncnc2nc[nH]c12
    5 | -1.6%
> Cc1ccc(-c2nc3ccccn3c2NC(=O)c2ccco2)cc1
    -13 | -5.3%
> c1coc(-c2nc3c4c5c(sc4ncn3n2)CCCC5)c1
    -7 | 2.0%
> CC(/C=C/c1ccccc1F)=N\NC(=O)c1ccc(Cl)cc1
    -9 | -4.4%
> N#C/C=C\Oc1ccc(Cl)cc1N
    3 | nt
> O=C(CCc1ccccn1)N1CCCC(CNS(=O)(=O)c2cccs2)C1 (centres undefined)
    3 | 1.7%
> CC(C)CCN1C(=O)CCC1(C)C(=O)NC1CCCCCCC1 (centres undefined)
    nt | 2.3%
> O=C(COc1cccc(C(F)(F)F)c1)Nc1ccc(S(=O)(=O)N2CCCC2)cc1
    nt | -0.7%
> O=C(CS(=O)(=O)Cc1ccccc1)N1CCN(C(=O)c2ccco2)CC1
    11 | -1.1%
> O=C(O)C(Cc1ccccc1)N1C(=O)/C(=C/c2cccnc2)SC1=S (centres undefined)
    4 | -6.3%
> COc1cc(OC)cc(C(=O)NC(C)c2cnn(-c3ccccc3C)c2C)c1 (centres undefined)
    0 | 1.3%
> COc1cc(C(CCN2CCCCC2)c2c(OC)cc(OC)c3c(-c4ccccc4)cc(=O)oc23)cc(OC)c1OC (centres undefined)
    -6 | -5.8%
> COc1cc2c3cc1Oc1cc(ccc1O)C[C@@H]1c4c(cc(OC)c(O)c4Oc4ccc(cc4)C[C@H]3N(C)CC2)CCN1C
    nt | -4.3%
> CC(C)N1CCC(N2CCN(C3CCCC3)CC2CCO)CC1 (centres undefined)
    -11 | -1.2%
> O=C(NNC1=Nc2ccccc2SC1)c1ccccc1F
    7 | -1.5%
> O=S(=O)(c1ccc(Cl)cc1)N1CCN(Cc2c[nH]c3ccccc23)CC1
    5 | nt
> CCOC(=O)N1CCN(C(=O)C(NC(=O)C2CCC(C)CC2)C(C)C)CC1 (centres undefined)
    6 | -0.3%
> CSc1ccccc1NC(=O)CN(c1cc(C)cc(C)c1)S(C)(=O)=O
    -1 | -0.6%
> CCOC(=O)C(NC(C)=O)C(=O)O (centres undefined)
    nt | -14%
> Cn1c(=O)n(Cc2ccc(F)cc2)c(=O)c2c1nc1n2CCCN1C1CCCCC1
    -3 | -3.8%
> Cc1ccc2nc(NC(=O)C3=NN(c4ccccc4)C(=O)CC3)sc2c1
    -52 | 3.7%
> Cc1[nH]n(-c2ccccc2)c(=O)c1CCOC(=O)c1cccc(C(F)(F)F)c1
    nt | 1.5%
> CC(C)C(NC(=O)C1CCC(C(C)(C)C)CC1)C(=O)NCc1cccnc1 (centres undefined)
    4 | 5.0%
> COCCN=c1scc(-c2ccccc2)n1/N=C/c1c[nH]c2ccccc12
    6 | 6.2%
> CC(C)(C)[C@H]1C=C(C(=O)N2CCN(Cc3ccccc3)CC2)O[C@@H](OCc2ccc(CO)cc2)C1
    nt | 4.5%
> CCOc1cc(NC(=S)Nc2cccc(C)c2)c(OCC)cc1NC(=O)CC(C)C
    14 | 2.1%
> Cc1ccc(NC(=O)c2ccccc2Br)cc1S(=O)(=O)N(C)C
    nt | -0.9%
> O=C(CC1S/C(=N\S(=O)(=O)c2ccccc2)N(c2ccccc2)C1=O)Nc1ccc(F)cc1 (centres undefined)
    nt | -1.4%
> Cc1cccc(N2C(=O)C3C4C=CC(C5CC45)C3C2=O)n1 (centres undefined)
    0 | 3.3%
> CC1=NN(c2nc3ccccc3[nH]2)C(=O)/C1=C/N(C)C
    17 | 9.3%
> Cc1cccc(C(=O)NNC(=O)c2ccc(Cl)cc2)c1O
    nt | 2.1%
> CCCCc1cc(=O)oc2c(CN3CCCC3)c(O)c(Cl)cc12
    nt | -2.6%
> COC(=O)c1ccc(NC(=S)N2CCN(Cc3ccccc3Cl)CC2)cc1
    6 | -4.8%
> CCOC(=O)N1C2=NC(C(=O)OC)=C(C(=O)OC)[C@@H]3N(C)c4ccc(OC)cc4[C@]23C[C@H]1C(=O)OC
    nt | 0.8%
> COc1cccc2cc(C(C)N(CCCN3CCOCC3)C(=S)Nc3cc(C)cc(C)c3)oc12 (centres undefined)
    -12 | -0.4%
> CC1C(=O)C(C)C(c2ccc3c(c2)OCO3)NC1c1ccc2c(c1)OCO2 (centres undefined)
    nt | -3.4%
> CCOC(=O)C1CCCN(c2nc3ccccc3nc2C(C#N)C(=O)OCC)C1 (centres undefined)
    nt | -5.1%
> Cc1ccc(N/C(=N/S(=O)(=O)c2cccs2)c2ccccc2)c(C)c1
    -6 | 6.3%
> COc1cc(OC)cc(-c2nc3nc(C)c(CCC(=O)NCc4ccco4)c(C)n3n2)c1
    15 | -0.1%
> CCOC(=O)C(C)(C)NS(=O)(=O)c1ccc(Cl)c([N+](=O)[O-])c1
    4 | 2.4%
> CC(=O)c1cccc(NC(=O)CCS(=O)(=O)c2cccc3nsnc23)c1
    -16 | 3.8%
> COCCCNC(=S)NNC(=O)C1CC1c1ccc(C(C)(C)C)cc1 (centres undefined)
    -9 | -3.0%
> CCCc1nc2ccccc2c(C(=O)OC2CCOC2=O)c1CC (centres undefined)
    nt | -0.6%
> CC(C)Oc1ccc(C(=O)NC(=S)N2CCOCC2)cc1
    -2 | 5.5%
> Cn1c(=O)c2c(nc(N3CCOCC3)n2CCCNC2=NCCCCC2)n(C)c1=O
    -4 | 0.1%
> CCc1cc2c(=O)c(-c3ccc(F)cc3)c(C)oc2cc1OCC(=O)O
    3 | -3.2%
> CN(C)/N=C/c1ccc(OC(=O)c2cccc([N+](=O)[O-])c2)cc1
    -5 | 6.7%

Next section.
Each structure is followed by: Mtb RmlCD inh | M. tuberculosis GlmU
> Cc1ccc(CSc2ncnc3c2cnn3Cc2ccccc2)cc1
    -9 | 3.9%
> Cc1cccc(-n2cnc3c(sc4nc(N5CCOCC5)c5c(c43)CCCC5)c2=O)c1
    -6 | nt
> CCOC(=O)Cc1csc2nc(-c3ccccc3)nn12
    -10 | 0.5%
> Cc1ccc(C)c(NC(=O)Cc2ccc(S(=O)(=O)N3CCCCC3)s2)c1
    nt | -4.1%
> O=C(CSc1nc2c(sc3ccccc32)c(=O)n1CCCN1CCOCC1)NCC1CCCO1 (centres undefined)
    -7 | 0.0%
> CCC(=O)Nc1ccc(Oc2ccc(NC(=O)CC)c(NC(=O)CC)c2)cc1
    -4 | 7.4%
> CC(=O)N/C(=C\c1ccc(F)cc1)C(=O)NC(Cc1c[nH]c2ccccc12)C(=O)O (centres undefined)
    31 | -4.4%
> Cc1c(C2C(C#N)=C(N)OC3=C2C(=O)CCC3)cnn1C (centres undefined)
    -7 | -3.3%
> C/C(=N\Nc1ccc(S(=O)(=O)Nc2ccccc2)cc1[N+](=O)[O-])c1ccc(N2CCOCC2)cc1
    0 | -8.6%
> c1ccc(-c2nc(-c3ccc(-c4ccon4)s3)no2)cc1
    10 | -2.6%
> COC(=O)c1cnn(C(=O)c2cc(OC)ccc2Br)c1N
    nt | 0.2%
> CNc1oc(-c2ccccc2Cl)nc1C#N
    -7 | 1.2%
> O=c1[nH]c(/C=C\c2cccnc2)c([N+](=O)[O-])c(=O)[nH]1
    nt | -4.6%
> CCOC(=O)c1ccc(N=C2SC(C(=O)NC)CC(=O)N2CCc2ccccc2)cc1 (centres undefined)
    nt | 3.6%
> O=C(/C=C/c1ccco1)NCC1COc2ccccc2O1 (centres undefined)
    8 | 4.6%
> CC(=O)Nc1ccc(OC(=O)c2cccs2)cc1
    nt | -0.9%
> O=C1CCC2(CC1)NC(=O)N(c1ccccc1)N2
    37 | -3.2%
> Fc1ccc2nc(N3CCOCC3)sc2c1
    -3 | -0.2%
> O=C(CN1CCCC1)Nc1ccc(NC(=O)Nc2ccccc2Cl)cc1
    -1 | -5.8%
> COc1ccc2[nH]c3c(=O)n(CCc4ccccc4)cnc3c2c1
    -15 | 2.3%
> COc1ccc(C(=O)N/N=C(/C)c2ccc(N3CCCCC3)cc2)cc1
    -6 | 1.8%
> Clc1cccc(Cl)c1-c1noc(-c2ccno2)n1
    -2 | 0.6%
> CCCCCCCCCCCCOC(=O)C[N+](C)(C)C
    -10 | -11%
> O=C(Nc1ccc(Cl)cc1)NC1CCCc2ccccc21 (centres undefined)
    16 | 5.6%
> c1cnc(N2CCN(c3cnccn3)CC2)nc1
    -2 | -6.2%
> O=C(COC(=O)c1ccccc1)NCC1CCCO1 (centres undefined)
    nt | 0.7%
> CC(OC(=O)c1nsc(Cl)c1Cl)C(=O)NCc1cccs1 (centres undefined)
    6 | 0.5%
> CCOc1ccc(C(=O)Nc2ncccc2Cl)cc1
    6 | 0.7%
> COC(=O)C1=C(COc2ccc(F)cc2)NC(=O)NC1c1ccc(C)cc1C (centres undefined)
    nt | 2.5%
> O=C(Nc1ccccc1-c1ccccc1)NC1CC2CCCC(C1)N2CCc1ccccc1 (centres undefined)
    1 | 0.0%
> Cc1ccc(-c2csc(CC(N)=O)n2)cc1
    9 | 2.1%
> Cc1cc(NC(=O)CSc2nnc(COc3ccccc3)n2Cc2ccco2)no1
    nt | 4.0%
> O=C(CC(NS(=O)(=O)c1ccc(Cl)cc1)c1ccco1)NCc1cccnc1 (centres undefined)
    -4 | 2.1%
> CN(C)S(=O)(=O)c1ccc(C(=O)N2CCN=C2SCc2cccnc2)cc1
    -6 | 2.0%
> Cn1c(=O)cc(OCC(=O)N2CCCc3ccccc32)c2ccccc21
    5 | 1.7%
> O=C(Nc1ccc(C#Cc2ccccc2)cc1)C1CC1
    -10 | -1.2%
> COc1cc(C=O)c(Br)cc1OCC(=O)NCCc1ccccc1
    5 | -4.2%
> Cc1[nH][nH]c(=O)c1C=NCc1ccc(Cl)cc1
    4 | -4.2%
> O=C(NC1CCCC1)c1cccnc1N1CCCCCC1
    nt | -6.6%
> CCOc1ccc(C(=O)/C=C/c2ccccc2C(F)(F)F)cc1
    -7 | 0.3%
> CCN(CC(=O)Nc1c(F)cccc1F)C(=O)CCc1ccc(OC)cc1
    1 | 0.4%
> O=C(Nc1ccc(OC(F)(F)F)cc1)Nc1cccnc1
    4 | -7.1%
> CC1(C)CC(=O)c2cc(OCC(=O)NCCN3CCOCC3)ccc2O1
    -1 | 9.0%
> O=S1(=O)N=C(N=Nc2c(O)[nH]c3ccccc23)c2ccccc21
    9 | -0.7%
> CCOC(=O)Cc1csc(NC(=O)CSc2nnc(C)n2C)n1
    nt | 0.5%
> CCCCNCc1nc2ccccc2c(=O)[nH]1
    5 | 6.5%
> CCOC(=O)c1c(NC(=O)CN2CCOCC2)sc2c1CCCC2=O
    -6 | -2.3%
> COC(=O)c1ccccc1NC(=O)Oc1ccc(F)cc1
    5 | 1.4%
> O=C(COc1ccc(Cl)cc1Cl)NNC(=S)NCc1ccco1
    4 | -3.6%
> CCN=C1S/C(=C\c2ccc(Sc3ccc(Cl)cc3)o2)C(=O)N1CC
    13 | -2.8%

Later entries:
Each structure is followed by: Mtb RmlCD inh | M. tuberculosis GlmU
> Nc1ccccc1SCC(=O)Nc1ccc(N2CCOCC2)cc1
    0 | 2.5%
> CC(C)NS(=O)(=O)c1ccc(CCC(=O)Nc2ccc3c(c2)OCCO3)cc1
    5 | -3.5%
> Clc1ccc(-n2nnnc2-c2cnc(-c3ccncc3)nc2-c2cccs2)cc1
    nt | 1.2%
> CCN(CCn1cccn1)C(=O)CC1C(=O)NCCN1Cc1ccc(F)cc1 (centres undefined)
    44 | -1.3%
> O=C(NC1CCCC1)C1CCN(c2cnccn2)CC1
    -2 | -0.1%
> COC(=O)[C@H](C)NC(=O)Nc1ccccc1F
    nt | 4.9%
> Cc1cc(O)c(C=Nc2cccc(Cl)c2)c(=O)o1
    -9 | 9.2%

Source: PubChem
